D1 agonist: activates the human D1 dopamine receptor | P21728 | HEK293 T-REx D1 cells, calcium flux, agonist mode | activation, % at 2 µM | 360,000 tested, 1% active | AID 504660; further: 0% is about no effect
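Tetracycline-induced HEK293 TREx D1 cells, force-coupled to calcium signalling, were dye-loaded with a no-wash calcium kit. Compound was pin-added after a 10 s baseline. Fluorescence was read kinetically at 1 cycle/s for 180 s, with calcium rises flagged as agonism.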
D2 potentiator: positively modulates the human D2 dopamine receptor allosterically; P14416; HEK293 T-REx D2, calcium flux, EC20 dopamine potentiation; potentiation, % at 10 µM; 340,000 tested, 0.34% active; AID 485347;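 active means potentiation over 3 SD above the plate norm, cut at about 30% in these data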; further: 0% is about no effect
Target sequence (P14416 whole entry, looked up): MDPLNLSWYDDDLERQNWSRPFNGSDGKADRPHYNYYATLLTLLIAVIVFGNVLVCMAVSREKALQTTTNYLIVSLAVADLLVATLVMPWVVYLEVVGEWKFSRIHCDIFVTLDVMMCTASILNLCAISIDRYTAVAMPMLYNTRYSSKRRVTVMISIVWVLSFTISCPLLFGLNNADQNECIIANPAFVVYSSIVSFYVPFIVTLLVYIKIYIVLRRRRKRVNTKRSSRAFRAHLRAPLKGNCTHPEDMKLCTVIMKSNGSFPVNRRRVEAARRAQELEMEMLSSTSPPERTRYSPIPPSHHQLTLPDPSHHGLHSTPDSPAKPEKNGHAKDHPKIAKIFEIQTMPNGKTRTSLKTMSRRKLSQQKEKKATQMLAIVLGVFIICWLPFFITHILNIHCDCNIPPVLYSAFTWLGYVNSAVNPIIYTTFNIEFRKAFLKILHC
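Tetracycline-induced HEK293 T-REx cells force-coupled to calcium signalling expressed D2; compounds were pin-added after a 10 s baseline, read kinetically 180 s, then an EC20 dopamine challenge followed with a further 180 s calcium read.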
D1 antagonist: antagonists of human D1 dopamine receptor | P21728 | HEK293 TREx D1 cells, calcium flux, dopamine EC80; hits give low values | activity change, negative = inhibition, % at 10 µM | 360,000 tested, 3.2% active | AID 504652; in the data active means activity change below about -30%; further: on the % scale 0 is the no-effect control and ±100 the full control effect
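Tetracycline-induced HEK293 T-REx cells with force-coupled D1 receptor were loaded with a no-wash calcium dye. Compound was added after a 10 s baseline and read kinetically for 180 s; EC80 dopamine was then added and calcium flux followed another 180 s.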
D1 potentiator: human D1 dopamine receptor positive modulation; potentiation, % at 10 µM; 360,000 tested, 0.036% active; AID 504651; HEK293 TREx D1 cells, calcium flux, dopamine EC20 potentiation; in the data active means potentiation above about 30%; further: 0% is about no effect
D2 agonist: agonists of human D2 dopamine receptor | P14416 | HEK293 T-REx D2 cells, calcium flux agonist mode | activation, % at 2 µM | 340,000 tested, 0.53% active | AID 485358;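 active means activation over 3 SD above normal in the single-dose calcium agonist read, cut at about 30% in these data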; further: 0% is about no effect
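Agonism scored from kinetic calcium signal (1 read/sec, 180 s) following compound pin transfer, after a 10 s baseline. Cells: HEK293 Trex line expressing inducible D2 receptor coupled to calcium, dye-loaded after overnight culture at 30 C.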
D2 antag: antagonists of human D2 dopamine receptor | HEK293 TREx D2 cells, calcium flux, dopamine EC80 | inhibition, % at 10 µM | 340,000 tested, 2% active | AID 485344; in the data active means inhibition above about 30%; further: 0% is about no effect
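Overnight-induced (tetracycline, 30 C) HEK293 T-REx cells carrying force-coupled D2 receive a no-wash calcium dye, then compound, then EC80 dopamine at 180 s; signals are read kinetically throughout.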
TRHR enhancer: TRH receptor (human) allosteric enhancement; P34981; TRHR cells, fluo-8 calcium fluorescence, EC20 TRH enhancement; enhancement, % at 2 µM; 360,000 tested, 0.66% active; AID 493056; in the data active means enhancement above about 30%; further: 0% is about no effect
Target sequence (P34981 whole entry, looked up): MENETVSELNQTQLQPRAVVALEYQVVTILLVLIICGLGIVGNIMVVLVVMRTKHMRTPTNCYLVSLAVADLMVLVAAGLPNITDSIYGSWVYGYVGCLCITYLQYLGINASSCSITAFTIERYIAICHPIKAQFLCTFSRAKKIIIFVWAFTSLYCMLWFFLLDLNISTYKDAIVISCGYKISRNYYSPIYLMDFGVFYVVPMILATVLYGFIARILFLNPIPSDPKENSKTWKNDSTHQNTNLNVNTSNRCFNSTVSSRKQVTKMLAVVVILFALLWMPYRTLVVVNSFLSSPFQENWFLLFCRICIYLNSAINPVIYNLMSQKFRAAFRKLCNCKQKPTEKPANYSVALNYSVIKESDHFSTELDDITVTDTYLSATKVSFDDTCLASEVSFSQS
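TRHR-expressing cells loaded with fluo-8 calcium dye were read kinetically (ex 480/em 530) during compound addition, then stimulated with an EC20 of TRH (10 nM final). Enhancement of the Gq-mediated intracellular calcium response was scored.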
RXFP1 antag: antagonists of human relaxin receptor RXFP1; HEK293-RXFP1, relaxin-stimulated cAMP HTRF, 30 min; hits give low values; activity change, negative = inhibition, % at 57.5 µM; 350,000 tested, 0.59% active; AID 1259400;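 active means activity change of -60% or lower, but not beyond a set lower limit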; further: on the % scale 0 is the no-effect control and ±100 the full control effect
TRHR agonist: agonists of human TRH receptor; TRHR cells, calcium flux fluo-8, FDSS agonist mode; activation, % at 2 µM; 360,000 tested, 0.18% active; P34981; further: 0% is about no effect
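Fluo-8-loaded TRHR cells; 10 s baseline, compound added, kinetic Ca2+ fluorescence read 1/s, agonist mode.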
* marks the source's active call; other numbers are inactive results; x = not tested or not shown. Unless noted, no stated cut-off is given here; in the data, active means activation above about 30%; inactive means the rest.

Below each SMILES – D1 potentiator	RXFP1 antag	D2 agonist	D1 antagonist	TRHR enhancer	D2 potentiator	D1 agonist	TRHR agonist	D2 antag
> O=C(CCc1nnc2ccc(N3CCC4(CC3)OCCO4)nn12)Nc1ccc(F)cc1
    3	-6	0.1	5	0	14	4	-0.3	-4
> O=C(O)c1ccc(-c2ncc[nH]2)cc1
    5	-12	1.6	5	4	8	2	0.7	7
> O=C1N/C(=N/O)S/C1=C/c1cccc([N+](=O)[O-])c1
    1	-6	0.7	-18	-29	-1	3	-1.5	11
> CCOC(=O)CSc1ncnc2c1nnn2-c1ccc(F)cc1
    2	-6	-1.1	-17	-1	-4	2	-0.4	-11
> c1ccc(CC2CCN(Cc3nc(-c4ccccc4)no3)CC2)cc1
    3	1	0.2	-3	3	-4	11	-0.7	-24
> CC1CCN(S(=O)(=O)c2ccc(C(=O)N3CCCC(C(F)(F)F)C3)cc2)CC1 (configuration not stated)
    -1	-8	-1.6	-33*	4	-1	8	-0.2	-5
> Nc1nc(-c2ccc(F)cc2)cc(C(F)(F)F)n1
    2	-11	-1.0	19	2	18	-2	-0.5	11
> CCCCN(C(=O)c1c(C)noc1C)c1c(N)n(CCC)c(=O)[nH]c1=O
    -2	5	0.4	10	10	1	2	1.8	-10
> NS(=O)(=O)c1ccc(CCNC(=O)Cc2ccc(S(=O)(=O)N3CCOCC3)s2)cc1
    8	-12	0.2	-9	0	-13	3	0.9	14
> Cc1cccc(NC(=S)Nc2ccc(Br)cc2)c1
    -8	-11	0.3	-18	3	2	20	-0.6	7

Additional records follow:
Below each SMILES – D1 potentiator	RXFP1 antag	D2 agonist	D1 antagonist	TRHR enhancer	D2 potentiator	D1 agonist	TRHR agonist	D2 antag
> O=C(Cc1ccccc1)NNC(=O)c1cccs1
    5	0	0.5	-1	-2	1	1	1.6	-2
> O=C(c1ccc2c3c(cccc13)CC2)C1CCCN(C(=O)c2ccc(=O)[nH]c2)C1 (configuration not stated)
    -9	-4	-0.1	-15	1	4	0	0.2	-26
> O=C(c1cc2ccccc2s1)N1CCN(c2ccccn2)CC1
    3	-9	-1.6	-2	-3	-9	1	-1.2	5
> COc1ccc(Cl)cc1NC(=O)c1cc(-c2cc(C)ccc2O)n[nH]1
    5	-8	-0.6	0	3	-1	6	0.6	0
> Cc1ccc(-c2noc(CNS(=O)(=O)c3ccc(F)cc3)n2)cc1
    -1	-2	-0.9	-7	-5	6	6	-0.7	x
> CCOC(=O)c1c(NC(=O)C(C)OC(=O)c2ccc(NC(=O)CC#N)cc2)sc2c1CCCC2 (configuration not stated)
    2	1	-0.8	-13	3	6	3	0.9	-6
> CCc1noc(C)c1C(=O)OC(C)C(=O)Nc1ccccc1OC (configuration not stated)
    -6	-11	-0.2	4	3	6	3	0.0	2
> Cc1ccc(C)n1NC(=O)c1cccs1
    -3	-20	-2.1	0	-3	8	-1	-0.1	-9
> Cc1ccc(NC2=CC(=O)CCC2)cc1C
    -10	-10	0.4	-24	1	-3	0	-0.3	11
> COc1ccc(CC(=O)NCCc2csc(-c3cccc(C)c3)n2)cc1
    -6	-16	1.5	10	-2	14	0	-1.4	x

Next records.
Below each SMILES – D1 potentiator	RXFP1 antag	D2 agonist	D1 antagonist	TRHR enhancer	D2 potentiator	D1 agonist	TRHR agonist	D2 antag
> CCN(CC)C(=O)C1CCCN(Cc2ccccc2F)C1 (configuration not stated)
    -5	-8	-0.4	-12	4	-7	1	0.0	-10
> COCc1cc(C)nc(N2CCOCC2)c1C#N
    x	x	-0.5	-11	-6	5	-1	0.6	-1
> CCn1c(COC(=O)CNC(=O)c2ccccc2F)nc2cc(S(=O)(=O)N(C)C)ccc21
    -6	-9	-0.3	-2	0	0	1	0.3	5
> O=C(CN1CCN(S(=O)(=O)c2ccc(Cl)cc2)CC1)Nc1ccc2c(c1)CCC2
    -4	-3	0.6	-4	-1	-2	4	0.1	1
> COc1ccccc1C(=O)Nc1ccccc1SC(=O)c1ccccc1OC
    6	-8	-0.8	-4	-1	6	4	0.2	2
> CCN(CC)S(=O)(=O)c1ccc2[nH]c(=O)c3ccccc3c2c1
    -5	2	0.6	-3	6	3	1	0.2	-15
> CCCOc1ccccc1NS(=O)(=O)c1ccc2[nH]c(=O)[nH]c2c1
    -7	3	1.5	0	-3	1	0	0.4	7
> CCc1cccc(C)c1NC(=O)C1CN(S(=O)(=O)c2ccccc2)CCN1S(=O)(=O)c1ccccc1 (configuration not stated)
    1	10	-0.6	-11	-16	-8	2	0.4	4
> COc1cc(OC)cc(-c2nc(-c3ccc4c(c3)[nH]c(=O)n4C)no2)c1
    -2	x	1.3	0	0	10	1	0.1	x
> NNc1nc2c(Cl)c(Cl)ccc2s1
    1	-31	-0.3	-17	-11	0	0	0.2	-6

Later entries:
Below each SMILES – D1 potentiator	RXFP1 antag	D2 agonist	D1 antagonist	TRHR enhancer	D2 potentiator	D1 agonist	TRHR agonist	D2 antag
> Cn1c(=N)n(CC(=O)c2ccc(Br)s2)c2ccccc21
    2	-6	-0.4	2	2	-12	5	0.5	7
> CCOC(=O)C(C(=O)N(C)C)c1ncc(C(F)(F)F)cc1Cl (configuration not stated)
    3	3	0.0	-46*	14	-1	0	0.2	-17
> CCn1c(SCC(=O)Nc2cccc(C)c2)nc2ccccc2c1=O
    2	1	-0.1	-11	-12	14	4	-0.9	8
> COC(=O)CC1=NN(c2ccc(OC)cc2)C(=O)/C1=C\c1ccc(Cl)cc1
    -2	-11	-0.1	14	-6	1	2	-0.1	-18
> COc1cccc(CNS(=O)(=O)c2cccc(S(=O)(=O)N3CCOCC3)c2)c1
    0	13	-0.3	-11	3	4	1	-0.1	-1
> CCN(C(=O)C1CCN(S(=O)(=O)c2ccc3c(c2)CCCN3C(=O)C2CCC2)CC1)c1cccc(C)c1
    1	-9	0.7	3	-4	-2	3	-0.6	x
> O=C1CSC2(C(=O)N(Cc3ccccc3)c3ccccc32)N1c1cccc(F)c1 (configuration not stated)
    0	x	-0.2	-5	-4	-5	0	-0.5	x
> C[C@H]1CN=C(Nc2ccccc2)N1CCc1ccccc1
    -5	x	x	3	7	x	12	1.2	x
> COc1cc(NC(=O)C/C(C)=N/NC(=O)C(=O)NC2CCCCC2)c(OC)cc1Cl
    -6	0	-0.6	4	1	0	1	-0.5	-5
> Cc1ccccc1Cn1ccc(NC(=O)c2cnn3c(C(F)(F)F)cc(-c4ccco4)nc23)n1
    -7	-7	-1.1	-57*	-5	-9	1	-0.1	6

Additional entries.
Below each SMILES – D1 potentiator	RXFP1 antag	D2 agonist	D1 antagonist	TRHR enhancer	D2 potentiator	D1 agonist	TRHR agonist	D2 antag
> Cc1ccc(NC(=S)NCC(C)C)cc1
    -2	13	-0.4	15	0	-7	1	-0.3	-3
> CC(C)(C)C(=O)Nc1cc(NC(=O)C(C)(C)C)cc(C(=O)Nc2cc(C(=O)O)cc(C(=O)O)c2)c1
    2	1	-0.9	-19	-1	7	3	-1.3	22
> Cc1cc(C)cc(NC(=O)Cn2cc(C(=O)C3CCCCC3)c3ccccc32)c1
    -2	-18	0.4	0	2	-1	5	-0.3	x
> CCOC(=O)c1c(C)n(C)c2ccc(OCC(O)CN3CCC(C)CC3)cc12 (configuration not stated)
    x	x	1.1	-5	5	-32	2	-0.8	-5
> CCOC(=O)Cn1nc(-c2ccc(Cl)cc2)cc1N
    6	-5	-0.6	3	0	-22	6	0.0	6
> CCN1CCN(CC(=O)Nc2ccc3c(c2)OCCO3)C(=O)C1=O
    x	x	0.1	20	-10	-4	10	0.6	-6
> Cc1cc(C)nc(SCCC(=O)Nc2ccc(F)cc2)n1
    4	2	0.2	-14	17	0	0	-0.9	-12
> CCC1CCCCN1Cc1nc(Cc2ccccc2Cl)no1 (configuration not stated)
    0	-9	-0.7	-5	-2	-5	3	-0.6	13
> COc1ccc(N(CC(=O)Nc2ccccc2C(=O)NCc2ccco2)S(C)(=O)=O)cc1
    1	-9	-0.3	-2	-4	-2	2	-0.8	5
> Cc1ccccc1S(=O)Cc1ccc(C(=O)NCCN2CCOCC2)o1 (configuration not stated)
    1	1	0.0	-4	-1	4	4	0.6	-14

The last 5 entries of the part before lead into the next:
Below each SMILES – D1 potentiator	RXFP1 antag	D2 agonist	D1 antagonist	TRHR enhancer	D2 potentiator	D1 agonist	TRHR agonist	D2 antag
> CCN1CCN(CC(=O)Nc2ccc3c(c2)OCCO3)C(=O)C1=O
    x	x	0.1	20	-10	-4	10	0.6	-6
> Cc1cc(C)nc(SCCC(=O)Nc2ccc(F)cc2)n1
    4	2	0.2	-14	17	0	0	-0.9	-12
> CCC1CCCCN1Cc1nc(Cc2ccccc2Cl)no1 (configuration not stated)
    0	-9	-0.7	-5	-2	-5	3	-0.6	13
> COc1ccc(N(CC(=O)Nc2ccccc2C(=O)NCc2ccco2)S(C)(=O)=O)cc1
    1	-9	-0.3	-2	-4	-2	2	-0.8	5
> Cc1ccccc1S(=O)Cc1ccc(C(=O)NCCN2CCOCC2)o1 (configuration not stated)
    1	1	0.0	-4	-1	4	4	0.6	-14
> CC(=O)NC1C(O)OC(CO)C(O)C1O (configuration not stated)
    -4	x	0.1	12	15	10	-1	0.9	4
> CCN(CC)C(=O)C1CCCN(Cc2ccc(OC)c(C)c2)C1 (configuration not stated)
    0	-1	-0.2	-16	-4	0	1	0.3	-26
> COc1ccc(OC)c(NC(=O)Cc2c(C(=O)O)[nH]c3ccc(Cl)cc23)c1
    -4	x	-1.2	-13	2	3	2	-0.7	x
> COc1ccc(CCNC(=O)CCc2c(C)nc3c(c(C)nn3-c3ccc(C)cc3)c2C)c(OC)c1
    -2	x	0.7	2	-2	x	4	0.1	x
> CN(c1cccc(NC(=O)c2cccc([N+](=O)[O-])c2)c1)S(C)(=O)=O
    0	-1	0.3	-2	5	-16	8	-0.2	6
> Cc1nccn1CC(O)COc1ccc(Cl)cc1Cl (configuration not stated)
    4	-14	-1.3	12	-6	-6	3	-0.4	18
> COC(=O)c1ccc(COC(=O)c2ccc(C)c(S(=O)(=O)N3CCCCC3)c2)cc1
    -4	9	0.5	3	6	-4	19	1.1	3

Screens as filed in PubChem BioAssay.
